Hck Nef HTS – inhibitors of Nef-activated human Hck kinase, primary screen, biochemical, Z-Lyte FRET, 384-well, Hck-YEEI. Tyrosine-protein kinase HCK (Homo sapiens), P08631. inhibition, % at 20 µM. Recombinant Hck-YEEI plus Nef, Z-Lyte FRET kinase assay. AID 463187, 2010. 220,000 tested, 0.68% active;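 active = Hck-Nef kinase inhibition above about 50%, limit read from the data; inactive = inhibition below that limit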;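 also: 0% = DMSO with Hck plus Nef and 100% = Hck alone without Nef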
NPY-Y1 antag – NPY-Y1 receptor antagonists, primary screen, cell-based. Neuropeptide Y receptor type 1 (Homo sapiens), P25929. HEK293-CNG Y1 cells, membrane potential fluorescence; NPY at EC95, then isoproterenol. inhibition, % at 3.6 µM. 200,000 tested, 1% active;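 active = inhibition above the campaign mean inhibition of all tested compounds plus 3 SD, cut at about 20% in these data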;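 also: 0% = DMSO wells given NPY plus isoproterenol and 100% = isoproterenol alone without NPY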
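Material: HEK293 cells with Y1 receptor plus CNG channel; times: compound incubation 1 h at room temperature, readout 45 min post-stimulation; signal: fluorescence, membrane potential probe; read-out basis: fluorescence ratio normalized to % inhibition between controls; benchmarks: full-block control isoproterenol-only wells, zero-block control NPY plus isoproterenol wells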
Mdm2 ligase inh – MDM2-luciferase reporter signal enhancers, primary screen, MDM2 E3 ligase inhibitor project, cell-based, luminescence, 1536-well; E3 ubiquitin-protein ligase Mdm2 (Homo sapiens), Q00987; cell-based MDM2 ubiquitination luciferase reporter, 2 h; 0 = plate control, 100 = twice control, blank-subtracted; signal enhancement, % at 5 µM; 210,000 tested, 0.11% active;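 active = signal enhancement of 30% or more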;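 also: luminescence tracks abundance of the self-degrading MDM2-luciferase fusion protein; higher signal means inhibition of MDM2 E3 ligase activity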
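Timing – 2 h compound exposure at 37 °C · Assay system – mammalian cells stably expressing self-ubiquitinating, self-degrading MDM2 E3–luciferase fusion · Amount – 2000 cells seeded into each well · Measure – % luminescence enhancement versus blank-corrected plate control mean · Measured by – SteadyLite luminescence, 15 min reagent step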
RBBP9 inhibitor – human RBBP9 inhibitors, primary screen, biochemical, fluorescence polarization, FP-Rh probe, HTS | inhibition, % at 7.94 µM | recombinant RBBP9 | 220,000 tested, 0.2% active | Serine hydrolase RBBP9 (Homo sapiens), O75884 | AID 1515, 2009;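 active = inhibition above the campaign mean of all tested compounds plus 3 SD, cut at about 14% in these data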;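 also: plate controls were DMSO wells with RBBP9 for no effect and wells lacking RBBP9 protein for full effect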
Target sequence (O75884 whole entry, looked up): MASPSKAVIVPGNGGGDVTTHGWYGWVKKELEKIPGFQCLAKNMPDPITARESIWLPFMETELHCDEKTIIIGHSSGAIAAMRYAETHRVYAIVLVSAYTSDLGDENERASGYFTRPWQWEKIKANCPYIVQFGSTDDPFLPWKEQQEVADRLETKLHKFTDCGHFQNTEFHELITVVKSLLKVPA
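Assay system: recombinant human RBBP9; Reagent: Serine-hydrolase probe FP-Rh, 375 nM pre-mixing; Doses: 7.94 µM single dose, 0.794% DMSO; Incubation: 30 min then 45 min, 25 °C; Detection: fluorescence polarization (mP), excitation 525 nm, emission 598 nm; Evaluation: percent inhibition from mP, scaled between DMSO and no-protein wells.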
Runt-SMMHC FRET – inhibitors of RUNX1 Runt–CBFb-SMMHC binding, primary screen, biochemical, FRET, Cerulean-Runt, Venus-CBFb-SMMHC, uHTS; Runt-related transcription factor 1 (Homo sapiens) + Core-binding factor subunit beta …; Cerulean-Runt/Venus-CBFb-SMMHC FRET ratio 530/480, 1 h; inhibition, % at 20 µM; 220,000 tested, 0.74% active; AID 1434, 2008;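 active = mean inhibition across duplicate retests at 20 µM reaching about 50%, limit read from the data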;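 also: 0% = DMSO wells and 100% = wells with excess untagged CBFb-SMMHC; inhibitors lower the FRET ratio by blocking Runt binding to CBFb-SMMHC; some results filed as inactive read as strong as hits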
Target sequence (Q01196 whole entry, looked up): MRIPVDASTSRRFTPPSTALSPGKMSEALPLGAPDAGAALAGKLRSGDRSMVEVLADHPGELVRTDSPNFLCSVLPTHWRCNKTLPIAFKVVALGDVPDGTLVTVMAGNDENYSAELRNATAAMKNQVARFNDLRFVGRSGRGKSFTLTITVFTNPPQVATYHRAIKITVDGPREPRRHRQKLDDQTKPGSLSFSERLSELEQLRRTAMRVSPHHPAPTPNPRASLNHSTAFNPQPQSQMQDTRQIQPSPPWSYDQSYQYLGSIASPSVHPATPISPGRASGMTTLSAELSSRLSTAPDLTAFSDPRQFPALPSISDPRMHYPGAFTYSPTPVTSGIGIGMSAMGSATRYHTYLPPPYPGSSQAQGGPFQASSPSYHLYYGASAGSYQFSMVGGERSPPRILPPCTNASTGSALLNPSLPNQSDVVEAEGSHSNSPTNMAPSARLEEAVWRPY
Target sequence (Q13951 whole entry, looked up): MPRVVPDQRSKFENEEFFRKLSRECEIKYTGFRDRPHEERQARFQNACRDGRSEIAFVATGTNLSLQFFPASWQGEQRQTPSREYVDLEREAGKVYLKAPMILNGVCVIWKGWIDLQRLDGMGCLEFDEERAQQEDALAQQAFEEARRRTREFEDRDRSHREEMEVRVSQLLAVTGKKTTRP
NPY-Y1 PAM-ag – NPY-Y1 receptor potentiators or agonists, primary screen, cell-based. Neuropeptide Y receptor type 1 (Homo sapiens), P25929. NPY-Y1 expressing cells, potentiator/agonist activation. activation, % at 3.6 µM. 220,000 tested, 0.37% active; in the data active = activation above about 33%, passing the limit was not always enough;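 also: cells stimulated with NPY at EC10 then isoproterenol at EC100; 0% = low agonist plus stimulus and 100% = saturating agonist plus stimulus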
NPY2 pot ag – NPY-Y2 potentiators or agonists, primary screen, cell-based. Neuropeptide Y receptor type 2 (Homo sapiens), P49146. cells expressing NPY-Y2, potentiator/agonist read-out. activation, % at 3.6 µM. 220,000 tested, 0.45% active; in the data active = activation above about 27%;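 also: cells stimulated with NPY near EC25 plus isoproterenol at EC100; 0% = vehicle plus submaximal agonist and 100% = vehicle plus saturating agonist; some results beyond the cut were filed as inactive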
p97 ATPase inh – inhibitors of human p97 ATPase, primary screen, biochemical. recombinant p97 ATPase, Kinase-Glo ATP luminescence, 3 h. inhibition, % at 8 µM. 220,000 tested, 0.42% active. AID 1481, 2009; in the data active = inhibition above about 15%;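 also: 0% = DMSO vehicle and 100% = wells lacking enzyme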
Runt-CBFb FRET – inhibitors of RUNX1 Runt–CBFb binding, primary screen, biochemical, FRET, Cerulean-Runt, Venus-CBFb, uHTS; Runt-related transcription factor 1 (Homo sapiens) + Core-binding factor subunit beta …; Cerulean-Runt/Venus-CBFb FRET ratio 530/480, 1 h; 220,000 tested, 0.46% active; inhibition, % at 20 µM;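 active = inhibition over about 50% at 20 µM in the single-dose screen, limit read from the data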;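 also: 0% = DMSO wells and 100% = excess unlabeled CBFb competitor control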
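Buffer or medium: Tris pH 7.5 buffer with BSA. Assay system: Cerulean-labeled Runt domain protein. Amount: each fluorescent fusion protein 100 nM. Read-out basis: loss of energy transfer signal. Incubation: 1 h compound exposure, room temperature. Probe or stimulus: Venus-CBFb binding partner, 100 nM. Detection: FRET, excitation 422 nm, emission at 530 and 480 nm.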
Active calls of the source: *; nt = no result given.

SMILES	Hck Nef HTS	NPY-Y1 antag	Mdm2 ligase inh	RBBP9 inhibitor	Runt-SMMHC FRET	NPY-Y1 PAM-ag	NPY2 pot ag	p97 ATPase inh	Runt-CBFb FRET
O=C(CCS(=O)(=O)c1cccc2nonc12)Nc1cccc2c1CCCC2	0	6	-32	1	0	-9	16	2	2
CC(=O)c1ccc(OCC(=O)Nc2ccc3c(c2)CCC3)cc1	21	9	14	-3	0	-18	-3	-2	0
C=CCC(NCc1ccco1)c1ccc(OC)cc1OC (configuration not stated)	-1	-2	-7	1	0	8	5	3	0
CC(NCCC1(Cc2ccccc2Cl)CCOC(C)(C)C1)c1cccs1 (configuration not stated)	12	nt	-25	12	-9	6	1	-15	-2
O=C(COC(=O)CCSc1ccc(Cl)cc1)Nc1ccc(F)cc1	2	13	-6	-2	-4	-32	-20	-2	-1
CCOC(=O)c1csc(NC(=O)c2ccc(OC)c(OC)c2)n1	2	-6	-20	-5	1	15	19	1	-1
CCNC(=S)N/N=C1\C(=O)c2cccc3cccc1c23	25	4	-7	1	-7	-5	2	0	-2
Cc1cc(-c2nnc(CCC(=O)NC(c3ccccc3)c3ccccc3)o2)no1	0	-1	-19	-3	3	-1	-8	2	0
NCCCC[C@@H]1NC(=O)c2cc([N+](=O)[O-])cc(I)c2SC[C@@H](C(N)=O)NC(=O)[C@H](CCC(N)=O)NC1=O	0	6	nt	-7	3	-4	5	5	-1
CCOC(=O)c1cc(C(=O)NC(C)c2ccccc2)c(C)[nH]c1=O (configuration not stated)	22	-2	-3	-7	-2	-1	-6	-2	-1
COc1ccc2c(c1)c(C(=O)CN1CCN(c3ccccc3)CC1)c(C)n2C	6	nt	-8	-4	3	3	-2	-2	-4
Cc1nn(-c2ccc(F)cc2)c(N)c1C1(O)C(=O)Nc2ccccc21 (configuration not stated)	1	2	-3	3	0	-6	1	7	1
Cc1nn(-c2ccccc2)c(N)c1C(O)(CC(=O)C(F)(F)F)C(F)(F)F (configuration not stated)	5	-1	0	-1	-1	6	2	1	-1
O=C(CSc1nc2c(cnn2-c2ccc(F)cc2)c(=O)[nH]1)N1CCCc2ccccc21	1	6	-10	-2	-14	2	2	-1	-12
Cc1ccc(OCCSc2nc(N)cc(N)n2)cc1	0	-1	5	-1	0	1	2	5	-2
COC(=O)C(CCCCNC(=O)OCc1ccccc1)NC(=O)CN (configuration not stated)	9	-6	-14	4	0	-13	7	7	1
COc1ccc(CCN2CCCn3c2nc2c3c(=O)n(Cc3ccccc3F)c(=O)n2C)cc1OC	4	2	-13	-9	0	-1	3	-1	0
COc1ccc(N2CC(=O)N(c3ccc(OC)c(OC)c3)CC2=O)cc1OC	-3	-3	-14	-4	-1	3	-2	-1	-2
CC1CC1C(=O)OCc1cc(=O)n2cc(Br)ccc2n1 (configuration not stated)	-2	0	-35	5	2	6	20	4	-3
Fc1c(F)c(F)c(N/N=C/c2c[nH]c3ccccc23)c(F)c1F	2	-2	-27	-1	-1	13	6	5	5
Cc1cccc(N(CC(=O)NC(C)(C)C)C(=O)CNC(=O)c2cccs2)c1C	18	nt	-8	-7	-2	13	-8	-2	0
c1cnc(Oc2ccc3oc4ccccc4c3c2)nc1	-1	2	0	0	4	10	4	6	-1
COc1ccc(NC2c3ccccc3C(=O)N2c2cccnc2)cc1 (configuration not stated)	20	nt	-18	-8	-1	15	-7	0	-1
Cc1cc(Br)cc2cn[nH]c12	22	2	12	-1	2	-3	-9	3	0
O=C(Cc1cccc2ccccc12)NC(NC(=S)Nc1ccccc1Cl)C(Cl)(Cl)Cl (configuration not stated)	1	-7	-13	-9	6	-7	9	6	3

Pulled by structure from the entries so far:
SMILES	Hck Nef HTS	NPY-Y1 antag	Mdm2 ligase inh	RBBP9 inhibitor	Runt-SMMHC FRET	NPY-Y1 PAM-ag	NPY2 pot ag	p97 ATPase inh	Runt-CBFb FRET
COc1ccc(NC2c3ccccc3C(=O)N2c2cccnc2)cc1 (configuration not stated)	20	nt	-18	-8	-1	15	-7	0	-1
Fc1c(F)c(F)c(N/N=C/c2c[nH]c3ccccc23)c(F)c1F	2	-2	-27	-1	-1	13	6	5	5

The main list resumes with the two entries that preceded the break.
SMILES	Hck Nef HTS	NPY-Y1 antag	Mdm2 ligase inh	RBBP9 inhibitor	Runt-SMMHC FRET	NPY-Y1 PAM-ag	NPY2 pot ag	p97 ATPase inh	Runt-CBFb FRET
Cc1cc(Br)cc2cn[nH]c12	22	2	12	-1	2	-3	-9	3	0
O=C(Cc1cccc2ccccc12)NC(NC(=S)Nc1ccccc1Cl)C(Cl)(Cl)Cl (configuration not stated)	1	-7	-13	-9	6	-7	9	6	3
COC(=O)c1sccc1-n1cccc1C(=O)C(=O)N1CCCCC1	0	6	nt	-11	0	19	-9	0	2
C/C(=N\NC(=O)C1COc2ccccc2O1)c1ccc(N2CCOCC2)cc1 (configuration not stated)	22	-2	-9	11	0	0	1	6	1
COC(=O)[C@H](Cc1ccccc1)NC(=O)NCC1CCCO1 (some centres not stated)	-2	-3	-12	-3	0	-6	3	2	-1
O=C1CCCc2[nH]nc(-c3cccnc3)c21	2	3	-7	-3	-6	-22	-20	-3	1
O=C(c1cc(-c2ccccc2)on1)N1CCc2ccccc2C1	26	8	-9	-7	-8	-1	-14	2	-2
Cc1ccc(C)c(NC(=O)Cn2c([N+](=O)[O-])cnc2C)c1	0	0	-1	-10	-4	15	-11	8	0
COC(=O)[C@@]1(Cc2ccc(OC)cc2)[C@H]2c3cc(C(=O)N4CCCC4)n(CCn4cc([N+](=O)[O-])nc4C)c3C[C@H]2CN1C(=O)c1ccccc1	-4	1	nt	-7	-4	-2	4	5	-5
COC(=O)C1=C(O)C(C(=O)OC)C(c2ccc(C)cc2)C(C#N)(C#N)C1c1ccc(C)cc1 (configuration not stated)	0	-4	3	-13	3	-14	5	4	-3
Cc1ccc(NC(=O)COC(=O)c2ccnn2C)cc1	-8	4	-9	5	2	13	13	0	0
COC(=O)N/N=C(\CCC(=O)O)c1cccs1	4	nt	-20	1	-9	16	-23	3	2
COc1ccc(NC(=S)Nc2ccccc2)cn1	1	5	-16	-4	-15	-14	5	-3	10
Cc1cccc(NC(=O)C2CCCN2C(=O)NC2CCCCC2)c1 (configuration not stated)	20	-7	-1	3	-6	-2	-6	3	1
CCCn1nc(NC(=O)C2CCCO2)c2cc3cccc(C)c3nc21 (configuration not stated)	52*	nt	-6	-6	82*	8	27	0	62*
COC(=O)Cc1cnc(NC(=O)C2C3CCC(C3)C2C(=O)O)s1 (configuration not stated)	-1	2	-1	0	-3	-14	10	-2	2
CC1(C)Cc2c(sc3ncn(N)c(=N)c23)CO1	-1	3	-10	-4	4	4	-14	3	0
O=C(CN1C(=O)C2C3C=CC(C4CC34)C2C1=O)Nc1cnc2ccccc2c1 (configuration not stated)	17	1	-2	-8	0	17	0	5	2
NC(=O)CN1CCOCCOCCN(CC(N)=O)CCOCCOCC1	7	9	0	-7	2	-9	7	3	-1
O=C(NCCCO)/C(=C/c1ccc(-c2cccc([N+](=O)[O-])c2)o1)NC(=O)c1ccccc1	34	-1	-11	-7	-2	1	-9	5	-3
C=C(C)c1cccc(C(C)(C)NC(=O)N2CCN(c3ccc(OC)cc3)CC2)c1	3	1	1	-2	3	-4	-7	4	-1
O=C(N/N=C/c1ccncc1)c1cnccn1	-62	nt	-5	-7	0	3	-11	1	-1
COc1ccc(CC(=O)Nc2nnc(-c3cccc([N+](=O)[O-])c3)s2)cc1	5	1	nt	4	4	-9	11	4	0
COc1cc(OC)nc(NC(=O)CSc2nnc(-c3ccccc3)n2C2CCCCC2)n1	4	-2	nt	4	nt	18	19	6	nt
Cc1ccc(NC(=S)N(Cc2cccc(Br)c2)CC2CCC(C(=O)O)CC2)cc1Cl (configuration not stated)	26	-1	-7	-3	-6	0	-3	-5	0
COc1ccc(CCNS(=O)(=O)c2cccc3nsnc23)cc1OC	1	4	-20	-1	-4	-5	6	3	nt
Cn1c(C(=O)N2CCCC(C(=O)NCc3cccs3)C2)cc2sccc21 (configuration not stated)	0	-1	-18	2	0	5	2	6	2
SMILES	Hck Nef HTS	NPY-Y1 antag	Mdm2 ligase inh	RBBP9 inhibitor	Runt-SMMHC FRET	NPY-Y1 PAM-ag	NPY2 pot ag	p97 ATPase inh	Runt-CBFb FRET
O=C(O)c1ccccc1-c1ccccc1C(=O)NCc1ccco1	2	2	-9	-10	4	12	2	9	0
CC1CCC(C(C)C)C(OC(=O)COC(=O)c2cc(O)ccc2N)C1 (configuration not stated)	5	-4	-1	-10	25	-21	14	0	4
Cn1c(NC(=O)c2ccccc2)cc(=O)n(C)c1=O	1	-3	-16	-25	-3	-11	-1	-2	0
COc1ccc(Cl)cc1N/C(N)=N/c1nc(CSc2ccc(C)cc2)cc(=O)[nH]1	0	-1	-11	-4	-7	-22	-4	3	2
CC(NC(=O)COc1ccccc1)C(=O)NC1=NCCS1 (configuration not stated)	0	3	-1	-4	0	10	18	6	0
CCOC(=O)CCc1c(C)nc2ncnn2c1C	2	1	-11	-9	-7	3	-3	9	-3
N=C1C=CC=C2C1=NC1(CCCCC1)N2O	1	0	-8	1	3	7	3	-1	12
CCCc1nnc(NC(=O)CSc2nc3ccccc3[nH]2)s1	21	7	-3	-5	1	-24	0	2	3
S=C(NCCc1ccc(Cl)cc1)NC1CC1	-6	-1	5	4	-4	18	13	5	2

From PubChem
